Bioassay records from PubChem BioAssay.
ABHD5 PLIN5 PPI: blocks binding of human ABHD5 to perilipin-5. inhibition, % at 4 µM. 360,000 tested, 0.78% active. Split G. princeps luciferase complementation, luminescence, 4 h;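 active means inhibition above the mean inhibition across every tested compound plus 3 SD, cut at about 22% in these data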;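 further: 0% = DMSO only wells and the 100% control is not disclosed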
MC4R antag cAMP: human MC4R antagonism in cAMP assay. P32245. MC4R-expressing cells, MTII-stimulated cAMP, LANCE TR-FRET. inhibition, % at 6.5 µM. 360,000 tested, 0.48% active;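 active means inhibition above its plate's cutoff, the mean of tested wells on that plate plus 3 SD, cut at about 29% in these data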;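 further: 0% = Melanotan II alone and 100% = Melanotan II plus saturating MCL0020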
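Test system: U2OS cells stably expressing human melanocortin 4 receptor (MC4R); also added: Melanotan II challenge; compound: 6.5 µM single dose; timing: 30-min compound preincubation, 1-h Melanotan II challenge, 1-h detection, room temperature; signal: Eu-cAMP/anti-cAMP TR-FRET, emission 671 nm; repeats: one well per compound, no replicates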
TLR9-MyD88 block: blocks human TLR9 binding to MyD88; Q9NR96+Q99836; CHO BLA complementation TLR9-MyD88, CCF4 FRET ratio; 340,000 tested, 0.21% active; AID 504734; inhibition, % at 4.98 µM;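 active means inhibition above the mean over all tested compounds plus 3 SD, cut at about 21% in these data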;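 further: 0% = DMSO only wells and 100% = clavulanate BLA inhibitor control wells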
NCOA2 inhibitor: human SRC2 (NCOA2) inhibition | HEK293 GAL4-SRC2 luciferase reporter, luminescence | 370,000 tested, 0.17% active | Q15596 | inhibition, % at 9 µM | AID 651957;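 active means inhibition above the mean inhibition of all tested compounds plus 3 SD, set per campaign, cut at about 52% in these data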;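 further: 0% = DMSO treated cells and 100% = cells given Gossypol at 36 µM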
Target sequence (Q15596 whole entry, looked up, the tested form may be a part): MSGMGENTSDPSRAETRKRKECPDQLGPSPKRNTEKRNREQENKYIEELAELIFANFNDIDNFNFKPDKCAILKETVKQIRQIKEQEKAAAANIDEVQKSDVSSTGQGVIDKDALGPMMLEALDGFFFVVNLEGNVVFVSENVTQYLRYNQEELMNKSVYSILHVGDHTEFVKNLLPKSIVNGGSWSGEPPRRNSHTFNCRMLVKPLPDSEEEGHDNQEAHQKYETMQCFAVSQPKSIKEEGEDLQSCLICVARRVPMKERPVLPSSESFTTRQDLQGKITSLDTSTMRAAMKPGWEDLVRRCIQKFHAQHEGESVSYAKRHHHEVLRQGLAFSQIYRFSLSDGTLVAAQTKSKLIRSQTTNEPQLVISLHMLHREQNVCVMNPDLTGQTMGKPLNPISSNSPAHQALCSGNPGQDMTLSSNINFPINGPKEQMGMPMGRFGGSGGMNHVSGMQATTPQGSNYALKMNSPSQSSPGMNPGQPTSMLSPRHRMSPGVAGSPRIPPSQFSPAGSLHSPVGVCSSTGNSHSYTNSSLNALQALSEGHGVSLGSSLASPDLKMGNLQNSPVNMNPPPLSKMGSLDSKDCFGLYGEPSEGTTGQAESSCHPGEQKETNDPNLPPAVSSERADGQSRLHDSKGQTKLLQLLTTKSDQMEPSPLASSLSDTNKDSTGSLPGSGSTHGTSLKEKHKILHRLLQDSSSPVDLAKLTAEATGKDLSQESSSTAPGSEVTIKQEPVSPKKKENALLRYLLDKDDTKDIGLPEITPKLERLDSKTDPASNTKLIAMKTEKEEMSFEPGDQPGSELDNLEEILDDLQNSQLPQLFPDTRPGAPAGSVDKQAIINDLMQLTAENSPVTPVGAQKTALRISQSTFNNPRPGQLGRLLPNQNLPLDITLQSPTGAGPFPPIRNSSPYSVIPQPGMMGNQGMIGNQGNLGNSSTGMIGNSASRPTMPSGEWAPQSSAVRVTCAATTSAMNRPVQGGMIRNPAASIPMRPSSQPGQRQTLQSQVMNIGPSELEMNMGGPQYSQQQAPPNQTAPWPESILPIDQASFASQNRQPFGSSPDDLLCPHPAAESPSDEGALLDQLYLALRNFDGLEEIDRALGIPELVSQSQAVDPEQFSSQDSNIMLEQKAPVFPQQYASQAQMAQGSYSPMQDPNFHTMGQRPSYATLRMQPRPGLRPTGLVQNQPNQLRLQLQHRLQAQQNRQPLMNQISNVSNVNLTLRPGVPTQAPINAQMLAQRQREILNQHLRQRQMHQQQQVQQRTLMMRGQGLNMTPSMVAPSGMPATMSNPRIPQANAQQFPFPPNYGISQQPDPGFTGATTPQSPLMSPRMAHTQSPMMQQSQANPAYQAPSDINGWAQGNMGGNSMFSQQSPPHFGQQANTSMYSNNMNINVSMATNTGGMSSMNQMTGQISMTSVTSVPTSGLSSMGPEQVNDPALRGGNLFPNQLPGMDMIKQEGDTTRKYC
NCOA1 inh: human NCOA1 inhibition; Q15788; HEK293 GAL4-SRC1 luciferase reporter, luminescence; inhibition, % at 3.6 µM; 360,000 tested, 0.12% active;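 active means inhibition above the campaign mean plus 3 SD, with each screening campaign given its own cutoff, cut at about 60% in these data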;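 further: 0% = DMSO treated cells and 100% = gossypol at 36 µM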
NCOA3 inh: inhibitors of human steroid receptor coactivator 3 (SRC3); inhibition, % at 3.6 µM; AID 588352; HEK293 GAL4-SRC3 luciferase reporter, luminescence; 360,000 tested, 0.17% active; Q9Y6Q9;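 active means inhibition above a per-campaign cutoff, the mean of all compounds plus 3 SD, cut at about 60% in these data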;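 further: 0% = DMSO-treated cells and 100% = gossypol-treated cells at 36 µM; higher means less SRC3-driven luciferase light from the GAL4 reporter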
EBV LMP1 NFkB: reduces LMP1-driven NF-kappaB luciferase signal. LMP1-induced NF-kappaB luciferase reporter cells, luminescence. AID 504558. inhibition, % at 12.5 µM. 350,000 tested, 0.69% active; in the data active means inhibition above about 41%;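 further: 0% = neutral control wells and 100% = reference inhibitor control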
MC4R barr agon: human MC4R agonism via beta-arrestin | 360,000 tested, 0.98% active | activation, % at 8.9 µM | P32245 | U2OS MC4R beta-arrestin complementation, luminescence; percent of melanotan II response, DMSO zero | AID 540308;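 active means activation above a per-plate cutoff, the mean activation of sample wells on that plate plus 3 SD, cut at about 8% in these data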
NR5A2 inv ag: NR5A2 inverse agonism in reporter assay. inhibition, % at 3.6 µM. HEK293T StAR-luciferase reporter, LRH-1 transfected, 24 h. 360,000 tested, 0.13% active. O00482. AID 602396;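 active means inhibition above the mean inhibition of all tested compounds plus 3 SD, cut at about 73% in these data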;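 further: 0% = DMSO wells and 100% = reporter-only cells lacking LRH-1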
NOD2-RIPK2 inh: NOD2-RIPK2 protein interaction inhibition; CHO BLA complementation NOD2-RIPK2, CCF4 ratio; inhibition, % at 4.98 µM; 360,000 tested, 0.38% active; in the data active means inhibition above about 21%;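 further: 0% = vehicle only and 100% = reference blocker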
NR2F2 inh: NR2F2 (human) inhibition, primary screen; inhibition, % at 8.6 µM; AID 686940; HEK293T NGFI-A luciferase reporter, luminescence; P24468; 370,000 tested, 0.7% active;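 active means inhibition above a per-plate cutoff, mean inhibition of test wells between control levels plus 3 SD, cut at about 38% in these data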;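 further: cells cotransfected with COUP-TFII expression vector driving the NGFI-A reporter; 0% = median of COUP-TF2 test wells and 100% = reporter-only cells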
Starred values were filed as active, the others as inactive; . = not tested or not shown.

Values in the order – ABHD5 PLIN5 PPI | MC4R antag cAMP | TLR9-MyD88 block | NCOA2 inhibitor | NCOA1 inh | NCOA3 inh | EBV LMP1 NFkB | MC4R barr agon | NR5A2 inv ag | NOD2-RIPK2 inh | NR2F2 inh
- CC(=O)c1c(CC(=O)O)[nH]n(-c2nc3ccccc3s2)c1=O
    -4 | 22 | 4 | -30 | -59 | -40 | 11 | -1.7 | -48 | -7 | -5
- COc1cc(C(=O)Nc2ccc(NC(=O)c3cccc(Cl)c3)nc2)cc(OC)c1OC
    -50 | 13 | 5 | -1 | -10 | 9 | 23 | 0.3 | 18 | -2 | -1
- COC(=O)C1=C(C(=O)OC)[C@@H]2N(C)c3ccccc3[C@@]23C[C@@H](CO)N(C(=O)NCCBr)C3=N1
    -7 | 0 | 4 | -15 | -22 | -11 | 6 | 0.4 | 8 | 0 | 14
- CCOC(=O)C1CCN(C(=O)COC(=O)c2ccc3[nH]c4c(c3c2)CCCC4)CC1
    -1 | 1 | -6 | -21 | 11 | 0 | -4 | -3.1 | 12 | -2 | 8
- COc1ccccc1C(=O)NC(=O)CSc1cccc[n+]1[O-]
    1 | -3 | -4 | 11 | -11 | 15 | -10 | -3.4 | 3 | -8 | 1
- CCNC(=O)C1(C)CCN(Cc2ccc(C#N)cc2)C1 (stereo not given)
    4 | 4 | . | -14 | 9 | -3 | . | 1.1 | -11 | -11 | -12
- COc1ccc(S(=O)(=O)n2nc(OC(=O)c3ccncc3)cc2N)cc1
    -3 | 0 | 4 | 23 | -9 | -20 | -1 | -1.6 | 23 | -10 | -8
- COc1cc(/C=C/C=C2/CC/C(=C/C=C/c3ccc(O)c(OC)c3)C2=O)ccc1O
    26* | 7 | -3 | 8 | -25 | -7 | 1 | -1.6 | -41 | -10 | -11
- CCOc1cccc(N2C(=O)CC(NNC(=O)c3ccc(Br)o3)C2=O)c1 (stereo not given)
    -9 | 11 | 5 | 4 | -4 | 6 | -4 | -0.9 | 11 | -11 | -2
- COCc1ccc(CN2CCC(n3nccc3NC(=O)CCOc3ccccc3)CC2)o1
    3 | 9 | 7 | -5 | 10 | 24 | -2 | -2.7 | -5 | -4 | -1
- CCOC(=O)N1CCN(c2c(N3CCN(c4ccccc4OC)CC3)c(=O)c2=O)CC1
    4 | -4 | 0 | -5 | -8 | 6 | -3 | -0.9 | -17 | -22 | -4
- Cc1cc(NC(=O)NC(=O)c2ccccc2NC(=O)CN(C)C)ccc1Oc1ncc(Br)cn1
    -3 | -4 | 1 | 7 | -14 | 0 | 2 | -2.4 | 8 | -7 | 15
- O=C(COC(=O)c1cccc(Cl)c1)Nc1ccc2[nH]c(=O)[nH]c2c1
    7 | 8 | -3 | -3 | -10 | -24 | 7 | -2.6 | -3 | -1 | -8
- C[C@H](CO)N1C[C@H](C)[C@H](CN(C)Cc2ccncc2)Oc2cc(-c3ccccc3F)ccc2S1(=O)=O
    3 | 10 | 2 | -10 | 10 | 4 | -1 | 0.5 | 47 | 11 | 13
- Cc1ccc2cc(/C=N/NC(=O)c3ccccc3[N+](=O)[O-])c(Cl)nc2c1
    -1 | 3 | 11 | 3 | -10 | 13 | -8 | -1.7 | 13 | 6 | 9
- Cc1ccsc1C(=O)NNC(=O)C1CC=CCC1C(=O)O (stereo not given)
    3 | 9 | -6 | -67 | -83 | -58 | -4 | 0.0 | -150 | -4 | -45
- CC1CC(C)CN(CC(=O)NNC(=O)COc2ccc(Cl)cc2)C1 (stereo not given)
    -3 | -1 | 0 | -1 | 10 | 10 | 1 | -1.6 | 1 | -6 | 18
- CC(C)N(Cc1nc(-c2ccccc2)no1)C(=O)CSc1ccccc1
    2 | 7 | 6 | -11 | 3 | 10 | 1 | 0.2 | -12 | 2 | 0
- CCN(Cc1ccc2c(c1)OCCO2)C(=O)CN1C(=O)NC2(CCc3ccccc32)C1=O (stereo not given)
    -5 | 6 | -3 | 0 | -6 | -5 | 5 | 0.2 | 4 | 0 | 1
- O=C(Nc1ccccc1C(=O)N1CCCCCC1)c1cccc([N+](=O)[O-])c1
    -3 | 2 | 1 | 3 | -21 | 11 | 1 | -0.1 | 13 | -8 | -8
- O=C1CC(c2ccc(Cl)cc2)CC(O)=C1C=NCCO (stereo not given)
    -6 | 0 | -1 | -9 | -21 | 12 | 1 | -1.4 | -17 | -4 | -6
- CC(C)c1nnc(SCC(=O)N2CCN(C(=O)c3ccco3)CC2)n1N
    1 | 20 | 1 | 8 | 3 | 2 | -8 | -2.9 | 8 | -1 | 2
- C[C@H]1CN([C@@H](C)CO)C(=O)CCCn2nncc2CO[C@@H]1CN(C)Cc1ccc(C(=O)O)cc1
    2 | 3 | -9 | 5 | 5 | 5 | -4 | 0.9 | 7 | -9 | -7
- Cn1cc(CN2CCC(Oc3ccc(C(=O)N4CCCCC4)cc3)CC2)cn1
    -15 | 2 | -7 | -10 | 1 | 15 | 0 | -3.2 | 5 | 4 | 2
- O=S(=O)(c1cccc(-c2csc(-c3cccnc3)n2)c1)N1CCOCC1
    10 | 7 | -1 | 5 | 9 | -1 | -12 | -1.3 | 14 | -6 | -2
- COc1ccc(/C=C/C(=O)Nc2ccncc2)cc1OC
    2 | 0 | -9 | 12 | -10 | 3 | 1 | -2.9 | 3 | -7 | -11
- O=C(O)CCC(=O)NCc1ccc(C(=O)O)cc1
    8 | 7 | 0 | -16 | -7 | -7 | -11 | -2.1 | -3 | 10 | -11
- O=C(Nc1ccc2c(c1)OCO2)c1cc(C2CCCN(C(=O)C3CCCCC3)C2)on1 (stereo not given)
    -11 | 8 | . | -30 | -31 | -3 | . | -1.9 | -23 | -4 | 7
- CN=c1scc(-c2ccc(OC)cc2)n1/N=C(\C)c1cccnc1
    3 | 2 | 3 | -46 | -29 | -26 | 1 | -1.3 | -64 | 3 | 17
- Cc1ccc(NC(=O)c2cnn(-c3ccccc3)c2C)cc1
    4 | -9 | 5 | -9 | -110 | -84 | 2 | -0.1 | -184 | -9 | -27
- O=C(NC1CCCCC1)Oc1cc2oc(=O)sc2cc1Br
    43* | 10 | -9 | -8 | -37 | 2 | 1 | -2.8 | 6 | -8 | 1
- N#CC1=C(N)Oc2n[nH]c(-c3cccs3)c2C1c1ccco1 (stereo not given)
    -19 | 15 | 7 | 4 | -12 | 5 | 2 | 0.2 | 1 | 4 | 10
- Cc1cc(C)nc(N/N=C/c2ccccc2OCc2ccc(Br)cc2)n1
    4 | 4 | 2 | -1 | -10 | 8 | -19 | -0.2 | -6 | -1 | -1
- CN(C(=O)COC(=O)c1ccc2c(c1)OCO2)C1CCS(=O)(=O)C1 (stereo not given)
    9 | 0 | -6 | -1 | -9 | 21 | -1 | 0.9 | 11 | -2 | -1
- CCCCc1nnc(NC(=O)c2ccc(N3CCCC3=O)cc2)s1
    -10 | -1 | 0 | 2 | 9 | -23 | 4 | -0.9 | -27 | -12 | 22
- O=C1CSCN1c1ccc(Cl)c(Cl)c1
    9 | -2 | -1 | -15 | -12 | 12 | -23 | -1.0 | 0 | -6 | 3
- CCOc1c(Cl)cc(C(=O)Nc2ccccc2-c2ccccc2)cc1Cl
    -7 | 6 | 5 | 7 | -14 | -1 | 3 | 0.1 | 5 | 0 | 11
- CN(c1ccc(C(=O)NCc2cccs2)cc1)S(=O)(=O)c1ccccc1
    0 | 7 | -1 | -1 | 6 | 1 | 0 | -2.5 | 8 | 7 | -14
- CCOC(=O)C1=C(N)OC2=C(C(=O)CC(C)(C)C2)C1c1ccoc1 (stereo not given)
    4 | 17 | -8 | -29 | -3 | 12 | -5 | -1.0 | -1 | 8 | 9
- CC(=O)c1c(C)[nH]c(C(=O)Nc2ccccc2N2CCOCC2)c1C
    6 | -3 | 4 | -25 | -4 | 2 | 1 | 3.0 | 17 | 5 | -29

Part of the list above, limited to EBV LMP1 NFkB and NCOA3 inh.
| Compound | EBV LMP1 NFkB | NCOA3 inh |
| --- | --- | --- |
| Cc1ccsc1C(=O)NNC(=O)C1CC=CCC1C(=O)O (stereo not given) | -4 | -58 |
| CC1CC(C)CN(CC(=O)NNC(=O)COc2ccc(Cl)cc2)C1 (stereo not given) | 1 | 10 |
| CC(C)N(Cc1nc(-c2ccccc2)no1)C(=O)CSc1ccccc1 | 1 | 10 |

Quoted from the listing.
NCOA3 inh result of Cn1cc(CN2CCC(Oc3ccc(C(=O)N4CCCCC4)cc3)CC2)cn1 reads 15
NR2F2 inh result of O=C(O)CCC(=O)NCc1ccc(C(=O)O)cc1 reads -11

Further structures.
Values in the order – ABHD5 PLIN5 PPI | MC4R antag cAMP | TLR9-MyD88 block | NCOA2 inhibitor | NCOA1 inh | NCOA3 inh | EBV LMP1 NFkB | MC4R barr agon | NR5A2 inv ag | NOD2-RIPK2 inh | NR2F2 inh
- COc1ccc(-c2sc3cc4c(cc3c2-c2ccc(OCCN3CCOCC3)cc2)OCO4)cc1
    8 | -4 | -2 | -11 | 9 | 2 | -5 | 0.5 | 0 | -40 | -6
- COc1ccc(NC(=O)c2ccc3c(c2)n(C)c(=O)n3C)cc1
    6 | 2 | 11 | -51 | -6 | -13 | 0 | -0.7 | -10 | -3 | -49
- CC(=O)N1CCc2cc(S(=O)(=O)N3CCCCC3C)ccc21 (stereo not given)
    -4 | -2 | 4 | 14 | 6 | 3 | 0 | -1.8 | 11 | -2 | 0
- CC1(C)CC(=O)C2=C(C1)N(Cc1cccnc1)C(=O)C2(NC(=O)c1ccc(F)cc1)C(F)(F)F (stereo not given)
    4 | 5 | 2 | -10 | -13 | 9 | 12 | -1.6 | 8 | 10 | -9
- Cc1ccc(S(=O)(=O)N(C)C[C@@H]2Oc3c(NS(C)(=O)=O)cccc3C(=O)N([C@H](C)CO)C[C@@H]2C)cc1
    10 | 8 | 0 | 7 | -11 | 7 | -6 | -1.6 | 0 | -8 | 13
- O=C(N1CCc2cc(S(=O)(=O)NC[C@H]3O[C@@H](n4ccc(=O)[nH]c4=O)[C@H](O)[C@@H]3O)ccc2C1)C(F)(F)F
    3 | 6 | -4 | -14 | -4 | -10 | -5 | 0.3 | -12 | -8 | 1
- CC(OC(=O)c1cccc([N+](=O)[O-])c1)C(=O)NCc1ccc2c(c1)OCO2 (stereo not given)
    4 | -2 | 4 | -4 | -8 | -2 | -3 | -1.7 | 10 | -6 | -8
- Cc1ccc(-c2csc(NC(=S)NC(=O)c3ccco3)n2)cc1
    -4 | 13 | -6 | -4 | -8 | 12 | -5 | 4.2 | -14 | 0 | -4
- COCCCNC(=O)c1cc(S(=O)(=O)NCCCN2CCCC2=O)ccc1Cl
    3 | -1 | 5 | -19 | -9 | 0 | 0 | -2.5 | 4 | -2 | -4

Not all compounds are listed (hit frequency here may not be typical).
